# Screening results: PubChem, several laboratories
# TRPN1 ag: zebrafish TRPN1 (NompC) channel agonism; HEK293 zebrafish TRPN1-YFP, Fluo-8 calcium fluorescence; 100% = response to 87 µM carbachol; 220,000 compounds, 0.18% hits; activation, % at 3 µM;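 active = activation above its plate's cutoff, the mean activation of test wells on that plate plus 3 SD, cut at about 19% in these data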;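 note: 0% = DMSO alone and 100% = 87 µM carbachol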
#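 Material: zebrafish TRPN1-YFP in HEK293 cells. Doses: one dose of 3 µM, 0.3% DMSO. Incubation: dye 1 h 37 °C plus 30 min RT. Measured by: intracellular calcium fluorescence with Fluo-8.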
# PPC-1+TRAIL kill: PPC-1 cancer cell killing with TRAIL present. AID 1443. PPC-1 cells + TRAIL, ATPLite viability luminescence. cell killing (% activity), % at 4 µM. 220,000 compounds, 0.41% hits;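 active = cell killing above 50% in the first pass at 4 µM, then a duplicate retest at 5 µM averaging 50% or more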;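 note: plate controls were cells with TRAIL plus DMSO for no effect and medium-only wells lacking cells for full effect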
# EP2 mod: modulators of human EP2 prostaglandin E2 receptor; AID 940; P43116; induction, % at 25 µM; 260,000 compounds, 0.83% hits; EP2-expressing cells, cAMP HTRF FRET, PGE2 co-stimulation;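 active = compounds whose cAMP rise, as percent of the full-agonist control response, exceeds 60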;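 note: rat C6 glioma line stably carrying human EP2 under a CMV promoter; the protocol text gives 20 µM as final concentration; 100% = response of wells given 1 µM PGE2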
# Target sequence (P43116 whole entry, looked up): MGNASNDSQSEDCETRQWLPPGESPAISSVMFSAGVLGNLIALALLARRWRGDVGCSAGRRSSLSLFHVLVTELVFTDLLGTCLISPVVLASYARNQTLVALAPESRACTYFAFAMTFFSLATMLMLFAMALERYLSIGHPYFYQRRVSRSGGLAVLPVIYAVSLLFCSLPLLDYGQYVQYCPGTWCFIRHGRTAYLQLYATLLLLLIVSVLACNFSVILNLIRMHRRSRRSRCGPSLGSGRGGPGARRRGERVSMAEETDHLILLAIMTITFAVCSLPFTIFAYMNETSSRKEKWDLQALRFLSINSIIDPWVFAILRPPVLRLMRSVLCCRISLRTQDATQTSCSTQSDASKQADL
# TRPML3 ag: human mucolipin-3 channel agonism | Q8TDD5 | HEK293 TRPML3-YFP, Fluo-8 calcium fluorescence; 100% = the carbachol control signal | activation, % at 3 µM | 220,000 compounds, 0.29% hits;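 active = activation above its plate's cutoff, the mean activation of the plate's test wells plus 3 SD, cut at about 12% in these data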;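 note: 0% = DMSO only wells and 100% = carbachol wells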
#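 Test system: TRPML3-YFP stable HEK293 cells. Doses: single point at 3 µM. Incubation: dye loading 1 h 37 °C then 30 min ambient, 125 s read. Signal: Fluo-8 calcium dye fluorescence, ex 470-495, em 515-575 nm. Measure: percent activation from peak-to-basal fluorescence ratio, scaled between DMSO and carbachol.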
# EP2 antag: inhibitors of human EP2 prostaglandin E2 receptor; AID 1422; P43116; 260,000 compounds, 0.52% hits; C6 glioma cells expressing human EP2, cAMP TR-FRET; cells stimulated with saturating PGE2; inhibition, % at 25 µM;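 active = percent inhibition above 40 after rounding to a whole number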;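 note: rat C6 glioma host cells with rolipram phosphodiesterase inhibitor present; the protocol text gives 20 µM as final concentration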
# NPY Y1 blocker: NPY-Y1 (human) receptor antagonism; 200,000 compounds, 1% hits; P25929; HEK293-CNG Y1 cells, membrane potential fluorescence; NPY at EC95, then isoproterenol; inhibition, % at 3.6 µM;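 active = inhibition above the campaign mean inhibition of all tested compounds plus 3 SD, cut at about 20% in these data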;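 note: 0% = DMSO wells given NPY plus isoproterenol and 100% = isoproterenol alone without NPY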
# Target sequence (P25929 whole entry, looked up): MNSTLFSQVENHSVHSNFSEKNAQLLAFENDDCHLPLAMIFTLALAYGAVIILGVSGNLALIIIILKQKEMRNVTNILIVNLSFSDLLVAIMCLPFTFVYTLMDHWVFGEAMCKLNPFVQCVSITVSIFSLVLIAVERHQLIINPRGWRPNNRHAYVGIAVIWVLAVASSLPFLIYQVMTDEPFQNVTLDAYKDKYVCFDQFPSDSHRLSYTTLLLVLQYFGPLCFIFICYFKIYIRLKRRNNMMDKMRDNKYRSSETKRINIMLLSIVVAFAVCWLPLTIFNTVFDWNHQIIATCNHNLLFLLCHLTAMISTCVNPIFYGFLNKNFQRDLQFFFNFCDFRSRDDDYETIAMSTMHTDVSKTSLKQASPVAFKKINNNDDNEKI
#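 Assay system: HEK293 cells with Y1 receptor plus CNG channel | Probe or stimulus: NPY (25 nM), isoproterenol (1 µM), Ro 20-1724 (25 µM) | Timing: Compound incubation 1 h at room temperature, readout 45 min post-stimulation | Measured by: Membrane-potential fluorescent dye readout | Benchmarks: High control isoproterenol alone, low control NPY with isoproterenol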
# CHOP inhibitor: inhibitors of CHOP induction in ER stress response; CHO-K1 CHOP-promoter luciferase, tunicamycin-induced, 15-18 h; inhibition, % at 10 µM; 220,000 compounds, 3.8% hits; AID 2732;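 active = compounds that reduced the stress-induced luciferase reporter signal by more than about 70% of percent inhibition, limit read from the data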;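 note: 0% = tunicamycin plus vehicle and 100% = wells without tunicamycin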
# NPY1 pot ag: potentiates or activates human NPY-Y1 receptor; P25929; NPY-Y1 expressing cells, potentiator/agonist activation; activation, % at 3.6 µM; 220,000 compounds, 0.37% hits; in the data active = activation above about 33%, passing the limit was not always enough;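 note: cells stimulated with NPY at EC10 then isoproterenol at EC100; 0% = low agonist plus stimulus and 100% = saturating agonist plus stimulus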
# 14-3-3 Bad PPI: disrupts binding of bovine 14-3-3 zeta to phospho-Bad peptide. 220,000 compounds, 0.71% hits. AID 781. TR-FRET 14-3-3zeta/Dy647-pBad peptide displacement, 1 h. inhibition, % at 21.7 µM;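 active = inhibition above about 70%, limit read from the data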;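 note: 0% = full 14-3-3 plus peptide FRET controls and 100% = background without 14-3-3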
# Target sequence (P63103 whole entry, looked up): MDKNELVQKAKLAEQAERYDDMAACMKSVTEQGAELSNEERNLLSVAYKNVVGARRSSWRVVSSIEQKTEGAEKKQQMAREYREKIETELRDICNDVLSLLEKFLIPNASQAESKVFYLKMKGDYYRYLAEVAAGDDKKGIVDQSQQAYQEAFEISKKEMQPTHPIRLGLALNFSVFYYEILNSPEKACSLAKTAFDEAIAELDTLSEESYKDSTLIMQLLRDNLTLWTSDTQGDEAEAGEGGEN
# An asterisk follows results filed as active; · = not tested or not shown; & = joins results of further samples; [ ] = dose if it differs, or a comment. This is a subset; rates above refer to the full screens.
SMILES,TRPN1 ag,PPC-1+TRAIL kill,EP2 mod,TRPML3 ag,EP2 antag,NPY Y1 blocker,CHOP inhibitor,NPY1 pot ag,14-3-3 Bad PPI
Cc1cccc(NC(=O)CN2C(=S)NC(C)(C)CC2C)c1C (centres undefined),-0.5,6,14,0.8,1,4,27,-18,-27
COc1ccccc1OCC(=O)NCc1nc(-c2ccccc2)no1,-0.7,21,-2,0.7,6,10,8,-24,-8
O=c1nc2n(c3c1oc1ccccc13)Cc1ccccc1-2,1.8,-15,-7,0.9,9,0,-33,5,-2
CCN(CC)C(=O)c1ccc(Nc2nnc(C)c3ccccc23)cc1,-0.8,11,2,0.7,8,3,-6,3,-4
C=CC(=O)N1C/C=C\C(c2ccc(OC)cc2)N(Cc2ccc(F)cc2)C(=O)C1 (centres undefined),·,-9,31,·,10,·,-22,·,-1
Cc1onc(-c2ccccc2Cl)c1C(=O)NC(=S)Nc1ccc(C(C)C)cc1,-0.8,11,13,0.5,11,·,-1,-2,-3
COc1ccc(C(=O)N/N=C2/SCC(=O)N2Cc2ccc3c(c2)OCO3)cc1OC,1.0,-2,-15,-0.3,3,1,17,2,-9
O=C(Nc1nc(-c2ccccc2)cs1)C1CCCN(S(=O)(=O)c2ccccc2)C1 (centres undefined),-0.1,-8,-37,0.3,5,0,·,10,-8
O=C(O)c1ccc(Cl)c(NC(=O)C2CCCN2S(=O)(=O)c2cccc3nsnc23)c1 (centres undefined),0.5,8,-1,-0.2,2,11,-11,6,-2
COc1cccc(C(=O)N2CCN=C2SC)c1,-0.3,1,34,0.6,3,-3,8,-1,0
CC(NC(=O)C(=O)NCCC1=CCCCC1)c1ccccc1 (centres undefined),1.0,2,42,0.5,5,7,95*,-4,-6
Cc1csc(NC(=O)CSc2ncnc3c2cnn3-c2ccccc2Cl)n1,4.8,-8,13,1.2,18,-2,17,2,-2
CC(C)C(=O)N(Cc1cc2ccccc2[nH]c1=O)C(C)(C)C,0.4,-3,4,0.2,·,2,-18,-3,2
Cc1onc(-c2c(Cl)cccc2Cl)c1NC(=O)NN(C)C,-0.6,10,10,-0.5,8,·,12,-9,1
Cc1ccc2oc(C(F)(F)C(F)F)cc(=O)c2c1,0.1,6,-13,-0.1,9,·,6,0,34
O=C(C1=C[C@@H](c2ccc(C(F)(F)F)cc2)C[C@@H](OCc2ccc(CO)cc2)O1)N1CCN(Cc2ccccc2)CC1,-0.5,0,-40,-0.1,4,1,-12,-13,25
O=S(=O)(Nc1ccc2nc(-c3ccco3)[nH]c2c1)c1ccccc1,3.5,2,-30&-88,0.8,7&12,9,-6,8,-5
Cc1cccc(C)c1NC(=O)C(c1cccs1)N(Cc1ccco1)C(=O)Cn1nnc2ccccc21 (centres undefined),0.0,8,18,0.1,13,9,19,-14,-4
CCSC1=C(C#N)C(c2ccccc2C)CC(=O)N1 (centres undefined),-1.2,14,20,0.3,8,-1,27,12,-2
CCCc1cc(=O)oc2cc(OCc3ccc(OC)cc3)c(Cl)cc12,0.9,-1,16,0.4,7,5,22,-32,0[fluorescence artefact?]
CC(=O)CCS(=O)(=O)c1ccc(NC(C)=O)cc1,-0.3,7,2,0.3,0,4,-13,-2,-21[fluorescence artefact?]
CCN(c1ccccc1)C1(O)C(=O)c2ccccc2C1=O,-0.8,-7,-21,0.1,5,-1,-1,-1,-9
Cc1cc(C)nc(NC(N)=S)n1,1.2,20,10,0.9,10,·,8,-15,-8
COc1cc(OC)c(N(C)S(=O)(=O)c2cccc(C(=O)OCC(=O)c3c[nH]c4ccccc34)c2)cc1Cl,-1.0,14,-39,-0.7,9,1,66,-15,2[fluorescence artefact?]
Cc1cc(C)c(S(=O)(=O)Nc2ccc(-c3cn4ccccc4n3)cc2)c(C)c1,0.0,12,-38,0.4,10,10,39,1,-13

# Later entries
SMILES,TRPN1 ag,PPC-1+TRAIL kill,EP2 mod,TRPML3 ag,EP2 antag,NPY Y1 blocker,CHOP inhibitor,NPY1 pot ag,14-3-3 Bad PPI
Cn1cnnc1SCC(=O)Nc1ccc2nc(SCc3ccccc3F)sc2c1,1.6,9,-27,0.3,18,2,11,-11,1
C=C(C)CNC(=O)CCc1nnc(Cc2cccc(C(F)(F)F)c2)o1,1.3,·,-18,0.5,8,0,-17,7,-12
COc1ccc(C/C(N)=N/OC(=O)C(c2ccccc2)c2ccccc2)cc1OC,-0.3,8,13,0.0,6,6,20,-1,-5
CCOC(=O)/C=C/C(=O)N1CCN(C(=O)/C=C/C(=O)OCC)CC1,1.3,-10,-23&28,0.7,6&8,·,7,4,0
CC(C)(C)c1ccc(C(=O)N2CCCCCC2=O)cc1,1.1,4,-5,0.4,7,4,89*,-5,6[fluorescence artefact?]
Cc1nc2ccc(NC(=O)N3CCSCC3)cc2nc1C,-0.2,24,-8,0.8,22,0,1,-14,-6
Cc1cc(Nc2ccccc2)n(C(=O)c2ccc(N)cc2)n1,0.2,5,39,0.4,4,-8,55,31,5
Clc1ccc2[nH]c(-c3ccccc3)cc2c1,-0.6,8,-7,0.3,8,4,104*,7,11
CS(=O)(=O)N(CC(=O)Nc1ccccc1Sc1ccccc1)C1CCCCC1,-1.1,29,42,0.2,6,-4,46,-16,8
O=C(CN1C(=O)C2CC=C(Cl)CC2C1=O)NCc1ccccc1 (centres undefined),1.4,11,14,-0.5,14,6,14,8,5
CCCNC(=O)Nc1nc2ccccc2s1,3.4,26,-14,0.7,1,·,-13,-2,-1
CC(NC(=O)c1cnccn1)c1ccc(S(N)(=O)=O)cc1 (centres undefined),0.2,9,6,1.3,3,·,0,-6,3
CN1C(=O)C2(C(C#N)=C(N)Oc3c2oc(CO)cc3=O)c2ccccc21 (centres undefined),1.6,8,-5,-0.2,7,1,-21,2,20
O=c1c2ccccc2nc2n1C(CSc1ccc(Br)cc1)CN2 (centres undefined),-0.1,15,-3,-0.2,7,-3,-18,18,11
N#CC(=C=[N-])c1nc2ccccc2nc1-[n+]1cccc(NC(=O)c2ccccc2)c1,1.0&1.1,-2&6,-49&-46,-0.3&0.5,16&6,·,-8&-2,0&14,18&10
C(=C\c1nnc2c3ccccc3ncn12)/c1ccccc1,-0.8,36,-10,0.2,2,8,25,-7,-7
CCCCc1nnc(NC(=O)Cn2cnc3ccccc3c2=O)s1,0.4,16,29,0.3,6,7,11,-27,-10
Cc1ccccc1Nc1ncnc2c1cnn2-c1ccccc1,0.7,6,3,-0.4,12,-5,73*,2,10
COc1ccc2c(c1)C1CC(C)(NC(=O)C1S(=O)(=O)c1ccc(F)cc1)O2 (centres undefined),1.7,-1,8,-0.3,3,2,13,-6,2[fluorescence artefact?]
Cc1cc(=O)oc2cc(OCC(=O)Nc3nnc(C4CC4)s3)ccc12,1.1,10,18,0.7,1,·,2,11,1
CCC(=O)c1cc(-c2nc3ccccc3n2C)n(C)c1,-1.5,12,1,-0.3,8,2,0,-16,1[fluorescence artefact?]
Cc1cccnc1NC(=O)CCNS(=O)(=O)c1ccc2c(c1)c(=O)n(C)c(=O)n2C,-2.9,20,23,0.6,3,1,11,-6,3
CC(NC(=O)Nc1ccccc1)C(c1cccs1)N1CCN(c2ccccc2)CC1 (centres undefined),0.3,25,13,0.0,7,-2,1,15,2
COc1ccc(/C=N/NC(=O)c2sc3nc(C)cc(C)c3c2N)cc1,2.7,11,-42,-0.6,6,·,-39,-10,-4
Cc1cc(C)n(-c2nc3c(c(=O)[nH]c(=O)n3C)n2Cc2cccc(Br)c2)n1,-0.7,9,19,-0.9,3,1,23,-16,7

# Next part:
SMILES,TRPN1 ag,PPC-1+TRAIL kill,EP2 mod,TRPML3 ag,EP2 antag,NPY Y1 blocker,CHOP inhibitor,NPY1 pot ag,14-3-3 Bad PPI
COCCCNC(=O)c1ccccc1-c1cc(C)no1,1.0,-9,-8,1.8,12,·,7,-8,1
COc1cc(C#N)c(NC(=S)N2CCOCC2)cc1OC,1.1,30,14,0.8,7,5,7,3,-24
Cc1cc(CNC(=S)Nc2ccc(Br)cc2Cl)nn1C,0.4,8,-43,0.9,9,3,10,13,-10
COCCN1C(=O)C(CC(=O)Nc2ccc(C(C)=O)cc2)SC1=Nc1ccccc1 (centres undefined),2.8,-3,-16,1.6,8,-12,27,30,-11
CCSc1ccccc1C(=O)Nc1ccc2c(c1)OCO2,-1.4,12,-14&-31,0.1,7&3,-4,-24,-2,-5
CCOC(=O)c1cnc2ccccc2c1Nc1cc(C(=O)O)ccc1C,-0.1,13,32,0.1,8,0,-12,0,0
COc1cccc(C(=O)Nc2ncc3c(n2)CC(c2ccc(OC)cc2OC)CC3=O)c1 (centres undefined),-0.7,0,-15,-0.1,3,17,·,-18,0[fluorescence artefact?]
CCOC(=O)c1c(C)n(-c2ccc(C)cc2)c2ccc(OCC(O)CNCC3CCCO3)cc12 (centres undefined),-1.4,21,-9,0.0,26,59*,60,-124,27
CCOC(=O)CSC1=NN2CCS(=O)(=O)N=C2S1,1.1,16,22,1.1,7,-2,2,-15,-7
COc1ccc(C(=O)c2ccc(CC(=O)O)s2)cc1,0.3,12,15,-0.3,5,8,58,-10,8
CCOc1cccc(NC(=O)/C(C#N)=C/c2cccnc2)c1,1.8,19,-29,0.7,5,·,-64,22,-2
O=C(Cc1cccc2ccccc12)N/N=C/c1ccc(Sc2nc3ccccc3s2)o1,-0.3,5,10,0.0,9,0,32,9,-10
Cc1nn(C)c(C)c1NC(=O)CN1CCC(O)(c2ccc3c(c2)OCO3)CC1,0.6,1,15&-9,1.3,4&11,5,7,3,-8
COc1ccc(CCN2C(=O)CC(N3CCOCC3)C2=O)cc1 (centres undefined),-0.8,7,12,0.2,·,0,20,-8,13
COCC(=O)NNS(=O)(=O)c1ccccc1[N+](=O)[O-],-0.1,8,1,0.0,4,9,7,10,-1
O=C(NCCCn1ccnc1)Nc1ccc(Cl)cc1,1.1,5,-2,-0.1,9,-2,-22,32,-3
CCOC(=O)N1CCN(C(=O)CN(c2cccc(C(F)(F)F)c2)S(C)(=O)=O)CC1,1.8,1,36,0.0,11,-7,7,2,-7
O=C(O)c1ccccc1OC(=O)C12CC3CC(CC(C3)C1)C2,1.1,-6,18,1.0,9,2,0,6,-5

# Individual results from the results shown.
# `Cc1cc(CNC(=S)Nc2ccc(Br)cc2Cl)nn1C` – TRPN1 ag: 0.4
# `O=C(NCCCn1ccnc1)Nc1ccc(Cl)cc1` – 14-3-3 Bad PPI: -3
